RTF Ca sens act – cardiac RTF calcium sensitivity activators, primary screen, biochemical, IANBD-TnC fluorescence, EC20 calcium; Troponin I, cardiac muscle (Homo sapiens) + Troponin T, cardiac muscle (Homo sapiens) + …; IANBD-labeled TnC RTF fluorescence at EC20 calcium; 0% EC20 calcium, 100% full calcium; activation, % at 7.2 µM; 0.24% of 340,000 active;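 active = activation above the mean over all tested compounds plus 3 SD, cut at about 30% in these data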;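 also: rise in fluorescence read as greater calcium sensitivity of cardiac thin filaments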
CAL PDZ FP-1 – CAL PDZ peptide-binding inhibitors, primary screen, biochemical, fluorescence polarization, Cer-tagged CAL PDZ, HTS; Golgi-associated PDZ and coiled-coil motif-containing protein (Homo sapiens), Q9HD26; purified CAL PDZ, TMR-peptide fluorescence polarization, 1 h; inhibition, % at 20 µM; 0.02% of 330,000 active; AID 504414, 2011;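 active = highest replicate inhibition of at least 40%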;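 also: plate controls were DMSO neutral control wells for no effect and unlabeled competitor peptide control wells for full effect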
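Material – purified CerCALP PDZ construct · Detection – FP readout, S and P plane fluorescence · Measure – percent inhibition from loss of millipolarization · Controls – unlabelled peptide for full inhibition, DMSO wells as neutral · Probe or stimulus – TMR-labelled reporter peptide T*-PRC34 bound in PDZ groove · Times – 1 h at RT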
PKA-R2B activ – activators of PKA-R2B holoenzyme, primary screen, biochemical, fluorescence polarization, Cy5-IP20, human; activation, % at 11.4 µM; 0.079% of 340,000 active; PKA-R2B holoenzyme dissociation; R2B truncated from residue 108, S112A mutant; 0% DMSO only, 100% 113 µM cGMP; AID 504700, 2011; cAMP-dependent protein kinase catalytic subunit beta (Homo sapiens) + cAMP-dependent …;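 active = activation above a cutoff set at the mean over all compounds plus 3 SD, cut at about 18% in these data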;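 also: higher means more holoenzyme dissociation and a rise in polarization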
Target sequence (P31323 whole entry, looked up, other chains not shown, the tested form may be a part): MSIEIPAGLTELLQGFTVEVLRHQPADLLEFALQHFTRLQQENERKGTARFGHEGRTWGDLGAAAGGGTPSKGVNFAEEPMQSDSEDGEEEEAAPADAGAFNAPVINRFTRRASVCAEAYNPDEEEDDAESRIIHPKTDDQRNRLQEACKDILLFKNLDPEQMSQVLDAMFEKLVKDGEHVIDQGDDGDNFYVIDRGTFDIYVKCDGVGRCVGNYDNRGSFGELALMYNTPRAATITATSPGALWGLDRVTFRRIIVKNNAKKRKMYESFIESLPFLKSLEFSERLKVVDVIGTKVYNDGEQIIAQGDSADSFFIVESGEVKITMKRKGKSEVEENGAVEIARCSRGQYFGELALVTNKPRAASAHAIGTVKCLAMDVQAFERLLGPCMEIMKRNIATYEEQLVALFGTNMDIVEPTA
DAGLB inh – DAGLB lipase inhibitors, primary screen, biochemical, fluorescence, HTS; 0.059% of 340,000 active; AID 504411, 2011; HEK293T DAGLB membrane lysate, EnzChek fluorogenic substrate; inhibition, % at 5.17 µM; in the data active = inhibition above about 34%;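 also: 0% = enzyme with vehicle and 100% = wells lacking enzyme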
SR-BI uptake up – activators of SR-BI mediated DiI-HDL uptake, primary screen, ldlA[mSR-BI] CHO cells, DiI fluorescence; 3 h; 100 = double the neutral-control signal; activation, % at 12.5 µM; 0.096% of 320,000 active; AID 504775, 2011;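 active = mean replicate activation of at least 60% and every replicate at or above 60%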;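 also: 0% = median plate neutral-control signal and 100% = twice that signal; values of inactives mirror those of a sister screen read the other way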
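material = CHO ldlA[mSR-BI] cells | medium = Ham's F12 with 0.5% BSA, HEPES 25 mM, pH 7.4 | reagent = fluorescent DiI-HDL, 10 µg/mL final | compound dosing = single-point compound dose | incubation = 3 h, 37 °C | measured by = bottom-read fluorescence, 550/595 nm | measure = HDL uptake via cellular fluorescence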
C-LANA FP – inhibitors of KSHV C-LANA binding to DNA, primary screen, biochemical, fluorescence polarization, FAM-LBS DNA, MBP-C-LANA, single point. inhibition, % at 9 µM. 0.078% of 340,000 active. AID 504423, 2011;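 active = highest replicate inhibition at or above 60% at 9 µM, even if other replicates fall short; inactive = all replicates below 60% inhibition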;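 also: 0% = neutral control wells and 100% = 4 µM acridine orange control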
Rtt109 HAT inh – inhibitors of C. albicans Rtt109/Vps75 HAT, primary screen, biochemical, ThioGlo CoA-SH fluorescence, plate reader; Histone acetyltransferase RTT109 (Candida albicans (strain SC5314 / ATCC MYA-2876)), …; purified Rtt109/Vps75, 4 h; inhibition, % at 34.9 µM; 0.16% of 330,000 active; AID 540336, 2011;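 active = inhibition of at least 50% in every replicate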
Target sequence (Q5AAJ8 whole entry, looked up): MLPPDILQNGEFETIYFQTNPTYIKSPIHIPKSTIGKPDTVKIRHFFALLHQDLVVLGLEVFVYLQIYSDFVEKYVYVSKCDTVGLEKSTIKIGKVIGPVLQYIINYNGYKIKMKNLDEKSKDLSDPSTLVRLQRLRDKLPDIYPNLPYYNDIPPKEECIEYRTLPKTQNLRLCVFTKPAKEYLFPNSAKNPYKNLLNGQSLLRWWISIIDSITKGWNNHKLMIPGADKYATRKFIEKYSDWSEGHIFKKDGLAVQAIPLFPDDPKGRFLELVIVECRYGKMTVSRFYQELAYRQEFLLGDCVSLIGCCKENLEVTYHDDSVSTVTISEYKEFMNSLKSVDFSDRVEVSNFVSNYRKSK
RTF Ca sens inh – cardiac RTF calcium sensitivity inhibitors, primary screen, biochemical, IANBD-TnC fluorescence, EC70 calcium | inhibition, % at 7.15 µM | 0.12% of 340,000 active | AID 493244, 2011 | IANBD-labeled cardiac RTF, Ca2+ fluorescence | Troponin I, cardiac muscle (Homo sapiens) + Troponin T, cardiac muscle (Homo sapiens) + …;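 active = inhibition above the mean inhibition of all tested compounds plus 3 SD, cut at about 17% in these data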;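 also: assay run at fixed EC70 calcium of 1.6 mM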
Keap1 Nrf2 FP – Keap1-Nrf2 protein-protein interaction inhibitors, primary screen, biochemical, fluorescence polarization, single point; AID 504523, 2011; inhibition, % at 9.4 µM; Keap1 Kelch-Nrf2 peptide fluorescence polarization, 1536-well; 0.15% of 340,000 active; Kelch-like ECH-associated protein 1 (Homo sapiens), Q14145; in the data active = inhibition above about 12%;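 also: human Keap1 Kelch domain with fluorescein labeled Nrf2 9mer peptide probe; 0% = neutral control wells and 100% = peptide positive control; higher means more block of Keap1 binding to Nrf2 peptide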
CAL PDZ FP-2 – untagged CAL PDZ binding inhibitors, primary screen, biochemical, fluorescence polarization, HTS; Golgi-associated PDZ and coiled-coil motif-containing protein (Homo sapiens), Q9HD26; purified CAL PDZ, TMR-peptide fluorescence polarization, 1 h; inhibition, % at 24.9 µM; 0.92% of 300,000 active; AID 602252, 2012;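 active = mean inhibition of at least 30% with at least half of replicates also reaching 30%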;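 also: 0% = DMSO neutral control and 100% = excess unlabeled competitor peptide PRC23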
An asterisk follows results filed as active; . = no result given. No enrichment for hits, and some 1.6% of all compounds hit somewhere here.

Order of results – RTF Ca sens inh, C-LANA FP, DAGLB inh, RTF Ca sens act, Rtt109 HAT inh, Keap1 Nrf2 FP, CAL PDZ FP-1, CAL PDZ FP-2, SR-BI uptake up, PKA-R2B activ
> Cc1ccc(NC(=O)CN2CCc3cc4c(cc3C2)OCCCO4)cc1
  6, -0.4, -3, -5, 16, -1, -2.2, 0, -7, -6
> Cc1cccc(NC(=S)NNC(=O)c2ccc(Br)o2)c1
  -3, 0.1, 0, 4, -4, -1, ., 0, 6, 1
> CCn1c(=O)c(=O)[nH]c2cc(C(=O)N(C)Cc3ccc(OC)c(F)c3)ccc21
  4, 1.7, -1, 2, -1, -3, 0.2, ., 7, 2
> CCCCNC(=O)CN1C(=O)NC(CCc2ccccc2)C1=O (stereo unspecified)
  4, -0.6, -2, 3, -5, -1, 0.4, -1, 18, -8
> O=C(O)c1ccc(C2CCCCC2)cn1
  -3, -0.9, 4, -4, -1, -4, -1.1, -1, ., -2
> CCC(C)NC(=O)CSc1ccc(NC(C)=O)cc1 (stereo unspecified)
  -9, -0.5, -1, -3, -4, 1, 0.7, ., 16, 4
> Cc1c2cnn(CC(=O)NCCN3CCOCC3)c(=O)c2c(C)n1Cc1ccc(F)cc1
  -10, -0.1, 3, 2, -13, 4, 0.0, -3, -31, -1
> Cc1noc(C(=O)NCc2ccccc2)c1Cl
  -6, -0.7, -2, -1, -1, 8, -1.3, ., 20, -1
> C=CCn1c(SCC(=O)NCCCC)nc2scc(-c3ccco3)c2c1=O
  5, 5.2, 3, -4, 47, -19, 0.3, -3, 1, -6
> COc1ccc(S(=O)(=O)N(C)CC(=O)Nc2ccc(C(N)=O)cc2)cc1OC
  -4, -0.8, 2, 1, 4, 0, -0.4, ., 7, 7
> Cc1nn(C)cc1S(=O)(=O)N1CCN(c2ccccc2F)CC1
  -8, -0.9, 0, -1, -4, -3, -1.2, 1, 32, -9
> CSc1ncccc1C(=O)NC1CCCCCCC1
  2, 0.6, -3, 1, 4, -5, ., -5, 23, -10
> O=C(Nc1ccccc1)Nc1nnc(Cc2ccc(F)cc2)s1
  -14, -0.6, -3, -5, -1, 3, -1.0, -3, -11, 0
> CCn1c(N)c(Br)c(=O)[nH]c1=O
  7, 0.3, -1, -4, 1, 5, -0.3, 0, 14, 9
> CCN(CC(=O)NCc1ccc(Cl)cc1)CC(=O)Nc1ccc(C(N)=O)cc1
  -31, -0.4, -1, 4, 0, 2, -0.5, -2, 2, 2
> Cc1[nH]n(-c2ccc([N+](=O)[O-])cc2)c(=O)c1C=NCCN1CCN(C(=O)C(C)C)CC1
  -2, -0.2, 1, -3, 5, -1, -1.9, -2, -12, -5
> COc1ccc(CN2CCOCC2)c(C)c1C
  1, -1.8, -2, -2, -1, -6, -0.2, 3, 2, -1
> COC(=O)C1C(O)=C(C=NC2CCCCC2)C(=O)CC1(C)C (stereo unspecified)
  -6, -0.1, 0, -6, -3, 1, 0.5, 2, 26, -7
> O=C(O)COc1ccccc1/C=N/NC(=O)c1ccc(F)cc1
  -2, 2.5, 3, 4, -12, -3, 0.4, 0, 8, -9
> Cc1ccc(SCCC(=O)NC(C)(C)C)cc1
  -11, -1.1, -1, -2, -7, -2, -1.0, -1, 57, -3
> Cc1c(C(=O)c2cccc(F)c2)c2ccccn2c1CCC#N
  4, -0.6, 0, 5, 7, -1, 0.1, ., -30, -11
> COc1ccccc1OC(C)C(=O)N1CCc2ccccc21 (stereo unspecified)
  -2, 0.2, -2, 2, 0, 9, -1.7, 0, 0, 2
> Nc1nc(Nc2ccccc2)sc1C(=O)c1ccccc1
  9, -2.9, 2, 2, -1, 0, 0.1, ., -14, -6
> CCOc1ccc(C(=O)NC2CCN(S(C)(=O)=O)CC2)cc1
  -11, -0.2, -1, -1, 1, 3, -0.1, -15, 4, -8
> Cc1ccc(CNC(=O)CCS(=O)(=O)c2cccc3nsnc23)cc1
  2, -0.3, -2, -5, 3, 7, -0.3, 9, 1, -1
> O=S(=O)(c1ccc(N2CCN(CCO)CC2)nc1)N1CCCCC1
  -4, -1.5, -3, 0, -4, -5, -0.4, -6, 13, -13
> Cc1oc(-c2cccs2)nc1CN1CCN(C(C)C)C(CCO)C1 (stereo unspecified)
  -2, 0.1, 2, 2, -15, -2, 1.0, ., 11, 10
> COc1ccc(S(=O)(=O)N2CCN(C(=O)CSC(=S)N3CCCC3)CC2)cc1
  -3, 1.0, -1, 2, -3, -3, -0.4, -6, 6, -7
> CC(C)Cn1c(=O)c(C(=O)Nc2ccncc2)c(O)c2ccccc21
  -10, 19, -2, 14, 2, 6, -0.6, -5, -9, 0
> Cc1cc(C(=O)NNc2ccc(F)cc2)no1
  -5, -0.4, 0, -4, 5, 0, -1.4, 3, 21, 2
> CC(=O)N1c2ccc(S(=O)(=O)NCC3CCC(C(=O)N4CC(C)CC(C)C4)CC3)cc2CC1C (stereo unspecified)
  5, 0.5, 0, -6, 13, -1, -2.6, -5, -63, 3
> CC(=O)c1ccc(OCCCC(=O)OCC(=O)Nc2c(C)nn(-c3ccccc3)c2C)cc1
  -6, 0.6, 1, -2, -8, 1, 0.3, 2, 3, -17
> CC1CCCN(C(=O)c2ccc(S(=O)(=O)Nc3ccccc3Cl)cc2)C1 (stereo unspecified)
  1, 0.8, 1, -3, 3, 1, -3.3, -1, 6, 0
> COC(=O)c1sccc1NC(=S)Nc1ccc(OC)cc1
  -3, -1.3, 0, 4, -8, -2, 0.1, 1, -13, -5
> CC(=O)c1ccc(NC(=S)Nc2ccc(Br)c(Cl)c2)cc1
  -1, -0.6, 1, 2, 1, -4, -0.8, ., -20, 0
> O=C(C1CCN(S(=O)(=O)c2cccc3nsnc23)CC1)N1CC=C(c2ccccc2)CC1
  0, 0.9, -1, -1, 7, -9, ., -4, 0, -11
> CC(=O)c1cccc(NC(=O)c2ccncc2)c1
  -1, 0.6, -2, 6, 3, -1, ., 1, -14, -10
> CCn1cc(S(=O)(=O)Nc2ccc(Cl)cc2F)cn1
  -6, 1.4, 1, 1, 1, -2, -1.8, 2, 20, 4
> COc1ccc(CNC(=O)CCCNS(=O)(=O)c2cccc3nonc23)cc1
  -7, 0.0, 1, 1, ., 3, -2.8, 0, 14, -6
> COCCN1CCN(C(=O)c2cc(COc3cncc(Cl)c3)on2)CC1
  -11, 0.5, -1, 0, -5, 3, -1.2, ., 6, -2
> CC(=O)c1ccc(OCCCC(=O)Nc2cccc(S(=O)(=O)N3CCCCC3)c2)cc1
  6, -0.2, -3, -3, 14, 2, -1.0, -2, -20, 7
> CCOc1ccc(N(CC(=O)NC2CC3CCC2C3)S(=O)(=O)c2ccccc2)cc1 (stereo unspecified)
  4, 1.1, -3, -4, 8, 7, -0.9, 4, 11, -4
> CC(=O)Oc1c2occc2cc2ccc(=O)oc12
  2, 1.7, 1, -4, 7, -8, -1.1, -2, 11, -4
> Cc1nnc(NC(=O)Nc2cccc(Cl)c2)s1
  -3, -0.4, -7, -3, -4, -3, -4.3, 2, -1, -3
> CC[C@]12c3[nH]c4cc(-c5ccco5)ccc4c3CCN1C(=O)[C@@H](CC(=O)NCc1cccc(C(F)(F)F)c1)C[C@@H]2C(=O)N1CCN(C(=O)C2CC2)CC1
  -4, -0.7, 3, 1, 2, -11, 0.3, 2, 5, 3
> O=C(NN1C(=O)/C(=C\c2cccnc2)SC1=S)C(c1ccccc1)c1ccccc1
  2, 0.5, 4, 2, 5, 1, 0.4, -2, -1, -4
> CCCCNc1c(-c2ccc(SC3CCCCC3)cc2)nc2ccccn12
  -3, -3.4, -10, -4, 12, -8, -0.7, 2, -12, -8
> N#CCSc1nc2c(sc(=S)n2Cc2ccco2)c(=O)n1-c1ccc(F)cc1
  -2, -0.7, -4, -3, -2, -4, -3.2, ., -36, -6
> Cc1ccc(C)c(C(=O)CC2(O)C(=O)Nc3ccccc32)c1 (stereo unspecified)
  -3, 0.0, -5, 7, -2, 3, -0.1, 3, 1, 4
> COC(=O)/C(=N/Nc1ccccc1OC)N1CCCc2ccccc21
  -3, -0.9, -7, -3, 11, -5, 0.3, -3, 0, 4
> CCOc1ccc(N/C=C/C(=O)c2ccc(OC)cc2)cc1
  -14, -0.5, -2, 0, -3, -1, 1.1, ., -24, -8
> COc1ccc(-c2noc(CCC(=O)NCCc3ccccc3)n2)cc1
  -4, 2.2, -4, 38*, -4, -6, ., 23, 19, -2
> Cc1ccc(S(=O)(=O)Nc2ccncc2)c(C)c1N(C)S(=O)(=O)c1ccc(Cl)cc1
  2, -1.1, -2, 14, 18, -3, 0.5, 2, -20, 0
